Ba/F3 V617F tox: reduce viability of Ba/F3 cells dependent on JAK2V617F. Ba/F3 EpoR-JAK2V617F viability, ATP luminescence. inhibition, % at 5.6 µM. actives 1.1% (n = 220,000). AID 1446;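 active = inhibition above the campaign mean plus 3 SD over all tested compounds, cut at about 24% in these data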;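 note: cytokine-independent growth of Ba/F3 cells driven by EpoR plus mutant JAK2; 0% = DMSO-treated cells and 100% = JAK inhibitor I control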
zfTRPN1 agonist: agonists of zebrafish TRPN1 channel | HEK293 zebrafish TRPN1-YFP, Fluo-8 calcium fluorescence; 100% = response to 87 µM carbachol | activation, % at 3 µM | actives 0.18% (n = 220,000);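 active = activation above its plate's cutoff, the mean activation of test wells on that plate plus 3 SD, cut at about 19% in these data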;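 note: 0% = DMSO alone and 100% = 87 µM carbachol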
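Control set: carbachol 87 µM as high control, DMSO as low control; system: HEK293 stable line with zebrafish TRPN1-YFP; read-out: % activation versus carbachol response; detection: intracellular calcium fluorescence with Fluo-8; doses: single test compound dose, 3 µM nominal, 0.3% DMSO; schedule: dye 1 h 37 °C plus 30 min RT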
BaF3 tox: parental Ba/F3 viability inhibition as JAK2V617F counter-screen; CellTiter-Glo ATP luminescence; actives 1.1% (n = 220,000); inhibition, % at 5.6 µM; AID 1486;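 active = inhibition above a per-campaign cutoff, the mean inhibition of all tested compounds plus 3 SD, cut at about 27% in these data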;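 note: 0% = DMSO wells and 100% = JAK Inhibitor I control wells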
PPC-1+TRAIL kill: compounds killing PPC-1 cancer cells with TRAIL present (potentiator screen, no TRAIL-free arm). PPC-1 cells + TRAIL, ATPLite viability luminescence. cell killing (% activity), % at 4 µM. actives 0.41% (n = 220,000);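 active = cell killing above 50% in the first pass at 4 µM, then a duplicate retest at 5 µM averaging 50% or more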;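 note: plate controls were cells with TRAIL plus DMSO for no effect and medium-only wells lacking cells for full effect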
TRPML3 ag: agonists of human TRPML3 channel. Q8TDD5. HEK293 TRPML3-YFP, Fluo-8 calcium fluorescence; 100% = the carbachol control signal. activation, % at 3 µM. actives 0.29% (n = 220,000). AID 1448;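 active = activation above its plate's cutoff, the mean activation of the plate's test wells plus 3 SD, cut at about 12% in these data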;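 note: 0% = DMSO only wells and 100% = carbachol wells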
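system = HEK293 cells stably carrying human TRPML3-YFP | doses = one concentration, 3 µM nominal, 0.3% DMSO | timing = dye loading 1 h 37 °C then 30 min ambient, 125 s read | detection = Fluo-8 calcium dye fluorescence, ex 470-495, em 515-575 nm | benchmarks = high control carbachol 87 µM, low control DMSO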
Wee1 stabilizer: inhibitors of human Wee1 degradation. P30291. reporter increase, % at 5 µM. HeLa Luc-Wee1K328M stability, luciferase luminescence; 100% = proteasome inhibitor MG132 effect. actives 1.2% (n = 220,000);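 active = activation above the mean of all tested compounds plus 3 SD, set per screening run, cut at about 8.8% in these data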;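 note: cells exposed to compound for 20 h before luminescence read; 0% = DMSO alone and 100% = MG132 at 30 µM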
Target sequence (P30291 whole entry K328M): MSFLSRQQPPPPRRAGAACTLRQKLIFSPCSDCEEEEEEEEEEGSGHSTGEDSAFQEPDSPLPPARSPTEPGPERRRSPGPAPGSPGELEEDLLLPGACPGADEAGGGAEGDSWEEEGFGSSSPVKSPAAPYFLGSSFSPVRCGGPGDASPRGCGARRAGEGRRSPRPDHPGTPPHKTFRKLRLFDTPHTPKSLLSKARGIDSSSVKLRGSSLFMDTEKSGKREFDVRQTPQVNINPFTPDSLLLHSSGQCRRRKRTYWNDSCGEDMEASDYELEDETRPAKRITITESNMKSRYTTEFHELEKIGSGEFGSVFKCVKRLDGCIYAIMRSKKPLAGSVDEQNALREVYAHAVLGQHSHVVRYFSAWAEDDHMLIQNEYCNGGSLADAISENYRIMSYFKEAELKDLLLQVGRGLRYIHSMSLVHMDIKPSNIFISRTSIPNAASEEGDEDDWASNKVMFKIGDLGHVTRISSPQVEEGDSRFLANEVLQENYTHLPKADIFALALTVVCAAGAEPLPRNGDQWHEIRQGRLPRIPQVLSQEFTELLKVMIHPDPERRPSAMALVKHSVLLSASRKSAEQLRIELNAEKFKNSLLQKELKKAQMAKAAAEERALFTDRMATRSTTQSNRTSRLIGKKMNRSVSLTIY
TNF death inh: inhibitors of TNF-alpha induced necroptosis in Jurkat FADD-/- cells; actives 0.068% (n = 220,000); activation (protection from cell death), % at 10 µM; Jurkat FADD-/- TNF necroptosis rescue, ATP luminescence, 24 h; 0 = TNF only, 100 = no-TNF cells;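 active = activation, meaning protection from cell death, of at least 50% relative to plate controls; inactive = activation below 50%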;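 note: necroptosis triggered by 40 ng/mL TNF-alpha added together with compound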
CHOP inhibitor: CHOP inhibition in unfolded protein response; CHO-K1 CHOP-promoter luciferase, tunicamycin-induced, 15-18 h; inhibition, % at 10 µM; actives 3.8% (n = 220,000); AID 2732;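 active = compounds that reduced the stress-induced luciferase reporter signal by more than about 70% of percent inhibition, limit read from the data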;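 note: 0% = tunicamycin plus vehicle and 100% = wells without tunicamycin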
RBBP9 inh: inhibitors of human serine hydrolase RBBP9. inhibition, % at 7.94 µM. recombinant RBBP9, FP-Rh probe fluorescence polarization. O75884. actives 0.2% (n = 220,000);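 active = inhibition above the campaign mean of all tested compounds plus 3 SD, cut at about 14% in these data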;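 note: plate controls were DMSO wells with RBBP9 for no effect and wells lacking RBBP9 protein for full effect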
Target sequence (O75884 whole entry, looked up): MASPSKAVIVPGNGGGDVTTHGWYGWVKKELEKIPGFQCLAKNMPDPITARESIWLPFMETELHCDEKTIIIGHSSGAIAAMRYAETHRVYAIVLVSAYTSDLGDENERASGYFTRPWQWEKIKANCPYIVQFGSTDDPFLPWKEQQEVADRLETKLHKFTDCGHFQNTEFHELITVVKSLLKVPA
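Measured by – fluorescence polarization · Test system – RBBP9 protein · Input – 2.5 µM RBBP9 dispensing solution, before mixing · Measure – percent inhibition from mP, scaled between DMSO and no-protein wells · Benchmarks – DMSO-treated enzyme wells and wells lacking RBBP9 · Times – preincubation 30 min plus labeling 45 min at 25 °C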
An asterisk follows results filed as active; x = not tested or not shown.

SMILES	Ba/F3 V617F tox	zfTRPN1 agonist	BaF3 tox	PPC-1+TRAIL kill	TRPML3 ag	Wee1 stabilizer	TNF death inh	CHOP inhibitor	RBBP9 inh
O=C(NC1CCCCCCC1)c1ccccc1O	0	-0.5	0	-21	-1.1	-1	-1.0	38	4
CCOc1cc(N2CCOCC2)c(OCC)cc1NC(=O)CN1C(=O)NC2(CCc3ccccc32)C1=O (stereo not given)	5	1.2	3	22	-0.3	2	2.2	16	-11
O=C(CSc1nc2ccc(Cl)cc2[nH]1)c1cccs1	3	0.3	-3	12	-0.5	0	-1.0	-11	-5
COc1ccc(-n2c(SCC(=O)Nc3ncc(Cl)cc3Cl)nc3ccccc32)cc1	4	0.0	7	26	-1.4	-3	-1.7	50	-8
CC1CN(Cc2cn(C)nc2-c2ccc(Oc3ccccc3)cc2)CCN1C (stereo not given)	1	-0.5	6	16	1.1	-1	3.3	0	-8
Cc1ccc(NC(=S)NCCN2CCOCC2)cc1C	-2	0.9	1	3	0.0	-1	-3.3	6	9
COc1ccc(NC(=S)Nc2ccccc2SC)c(OC)c1	-2	2.1	4	1	1.2	-3	-1.7	7	11
CN1N=C(C(C)(C)C)CC1=O	-5	1.3	-5	15	0.9	2	0.6	14	0
Cn1cc(S(=O)(=O)Nc2cccc(F)c2)c(=O)n(C)c1=O	-4	0.0	0	12	0.1	-1	0.4	-34	-3
O=C(NCC1CCCO1)c1cccc(-n2cnnn2)c1 (stereo not given)	-1	1.2	2	7	0.5	3	0.2	-10	-4
Cc1nc(SCC(=O)NC(=O)NCCC(C)C)c2c(-c3cccs3)csc2n1	-3	0.3	4	3	0.5	0	2.8	31	-3
COc1ccc(NC(=O)c2ccc(-n3cncn3)c([N+](=O)[O-])c2)cc1	3	2.2	7	5	1.7	3	-1.0	4	2
Nc1ccccc1-c1ccccc1N	-3	1.6	9	21	0.3	0	0.0	-4	3
N/C(=N\OC(=O)c1ccc([N+](=O)[O-])cc1)c1cccnc1	-3	-2.1	2	-3	0.7	0	1.3	30	-8
COC(=O)c1sccc1-n1cccc1C(=O)C(=O)N1CCCC1	-4	0.4	2	13	0.4	1	-2.7	4	-3
CC(=O)Nc1ccc(NC(=O)Cc2sc(C)nc2-c2ccc(C)cc2)cc1	1	-0.3	6	29	0.4	-2	-1.4	-13	-2
C/C(=N\NC(N)=S)c1ccc2c(c1)OCCO2	-1	2.0	4	-3	0.9	-1	-7.1	12	1
COC(=O)n1c(=O)oc2ccccc21	-1	-0.6	0	-4	0.0	-1	0.1	0	1
COc1ccccc1NC(=O)c1sc(NC(=O)c2ccco2)c(C#N)c1C	-5	-0.6	-1	10	0.7	2	-1.0	21	1
Cc1[nH]c(C)c2c(=O)n(-c3ccccc3)ncc12	2	0.6	3	16	0.5	14*	0.6	26	-10

Sorted by formula weight (rising): seven of the compounds above.
SMILES	Ba/F3 V617F tox	zfTRPN1 agonist	BaF3 tox	PPC-1+TRAIL kill	TRPML3 ag	Wee1 stabilizer	TNF death inh	CHOP inhibitor	RBBP9 inh
COC(=O)n1c(=O)oc2ccccc21	-1	-0.6	0	-4	0.0	-1	0.1	0	1
C/C(=N\NC(N)=S)c1ccc2c(c1)OCCO2	-1	2.0	4	-3	0.9	-1	-7.1	12	1
N/C(=N\OC(=O)c1ccc([N+](=O)[O-])cc1)c1cccnc1	-3	-2.1	2	-3	0.7	0	1.3	30	-8
COc1ccc(NC(=S)Nc2ccccc2SC)c(OC)c1	-2	2.1	4	1	1.2	-3	-1.7	7	11
CC1CN(Cc2cn(C)nc2-c2ccc(Oc3ccccc3)cc2)CCN1C (stereo not given)	1	-0.5	6	16	1.1	-1	3.3	0	-8
CC(=O)Nc1ccc(NC(=O)Cc2sc(C)nc2-c2ccc(C)cc2)cc1	1	-0.3	6	29	0.4	-2	-1.4	-13	-2
COc1ccccc1NC(=O)c1sc(NC(=O)c2ccco2)c(C#N)c1C	-5	-0.6	-1	10	0.7	2	-1.0	21	1

Compound profiles (already shown). Screens in order: Ba/F3 V617F tox	zfTRPN1 agonist	BaF3 tox	PPC-1+TRAIL kill	TRPML3 ag	Wee1 stabilizer	TNF death inh	CHOP inhibitor	RBBP9 inh
Nc1ccccc1-c1ccccc1N as listed: -3	1.6	9	21	0.3	0	0.0	-4	3
N/C(=N\OC(=O)c1ccc([N+](=O)[O-])cc1)c1cccnc1 as listed: -3	-2.1	2	-3	0.7	0	1.3	30	-8
CC(=O)Nc1ccc(NC(=O)Cc2sc(C)nc2-c2ccc(C)cc2)cc1 as listed: 1	-0.3	6	29	0.4	-2	-1.4	-13	-2
C/C(=N\NC(N)=S)c1ccc2c(c1)OCCO2 as listed: -1	2.0	4	-3	0.9	-1	-7.1	12	1

Continued:
SMILES	Ba/F3 V617F tox	zfTRPN1 agonist	BaF3 tox	PPC-1+TRAIL kill	TRPML3 ag	Wee1 stabilizer	TNF death inh	CHOP inhibitor	RBBP9 inh
CC1(C)Cc2ccccc2-c2nnc(-c3cccnc3)n21	-3	0.1	1	-11	0.1	0	1.5	24	-6
O=C(CN1CCN(S(=O)(=O)c2ccccc2)CC1)NC(=O)NCc1ccccc1	-3	0.2	2	27	0.8	0	-1.7	15	-7
CCOC(=O)N1CCN(Cc2nc(-c3ccc(Cl)cc3)no2)CC1	-3	4.2	8	-1	2.9	2	-1.7	-1	-4
COc1ccc(CCNC(=O)Cn2c(=O)n(CC3CCCO3)c(=O)c3ccccc32)cc1OC (stereo not given)	-4	-0.3	-1	11	0.1	-1	1.1	1	3
CSc1nc2sc3c(c2c2nnnn12)CC(C)(C)OC3	-2	-0.2	4	x	0.4	1	-1.0	x	-8
Cc1nc(C(C)N(C)Cc2nc(Cc3ccccc3F)no2)c(C)s1 (stereo not given)	-1	1.1	1	7	-0.1	5	-0.4	-5	-6
CCCN(CCC)Cc1c(C(=O)OCC)nnn1-c1nonc1N	2	1.0	4	6	-0.2	-3	-0.2	86*	-1
COC1CCCCC1NS(=O)(=O)c1ccccc1 (stereo not given)	1	-1.0	3	14	0.5	2	0.6	23	-8
O=S1(=O)C[C@@H]2N=C(N/N=C/c3ccccc3)S[C@@H]2C1	-1	2.9	-1	15	1.4	3	4.8	-25	-7
COc1ccccc1N(CC(=O)NCCSC(C)(C)C)S(C)(=O)=O	2	2.3	3	8	0.6	-3	-1.8	-4	2
OC(COCC1COc2ccccc2O1)CN1CCN(c2ccccc2)CC1 (stereo not given)	1	1.4	7	0	0.6	1	-0.1	24	4
S=c1[nH]nc(-c2cc(-c3ccccc3)n[nH]2)n1/N=C/C=C/c1ccco1	-1	1.4	-5	-8	0.6	-1	-9.5	-6	-14
Cc1ccc(NC(=O)Nc2ccccc2C(=O)NCc2ccccc2)cc1	-3	-1.5	2	6	0.0	4	0.6	56	-2
CC(C)OC(=O)NC(c1ccccc1)C(Cl)(Cl)Cl (stereo not given)	3	0.4	8	23	0.2	-3	-4.0	31	-5
COc1cc2c(cc1OC)C(/C=C/c1ccco1)=NCC2	2	-0.1	1	10	1.0	-4	3.7	1	-3
O=C(OCC(=O)N1CCCc2ccccc21)C1CCN(S(=O)(=O)c2cccs2)CC1	-1	3.5	3	1	2.1	-3	-3.9	23	-9
COc1ccc(/C=C/C(=O)O)cc1S(=O)(=O)NCC1CCCO1 (stereo not given)	-2	0.3	-1	-13	-0.2	-5	0.8	0	-14
Cc1cc(C)cc(NC2=NCC(=O)N2Cc2ccccc2)c1	4	-0.8	6	0	-1.3	-3	1.3	30	-9
Cc1cc(OCCOc2cccc3cccnc23)c(C)cc1Cl	-7	-0.7	1	11	1.0	-2	0.5	62	-4
OCCN1CCN(C(=S)NCCc2ccccc2)CC1	0	-0.6	4	8	1.1	-3	-2.6	16	-8
COc1ccc(C(=O)O/N=C(\N)Cc2ccc(Cl)cc2)cc1OC	7	-0.1	5	6	-0.1	-2	-13	41	-5
O=S(=O)(NCC1CCCO1)c1ccc(Cl)nc1 (stereo not given)	-2	2.9	-3	-6	0.4	0	2.1	22	-8
CC(C)N(C(=O)CSc1nnc(Cc2csc(Nc3ccccc3)n2)o1)C(C)C	2	0.4	9	27	0.2	-1	1.8	41	-8
Cc1ccccc1NC(=O)CN1C(=O)S/C(=C\c2ccc(-c3cccc(C(=O)O)c3C)o2)C1=O	0	0.4	2	34	0.9	-2	-1.0	3	-7
CCc1ccccc1NC(=O)Cc1cn(C)c2ccccc12	-1	-0.3	4	-6	-0.8	7	1.3	1	-6
CC(C)=CC(=O)Nc1ccccc1C(N)=O	-5	-0.1	-3	19	0.9	-1	0.7	-9	2
O=C(N/N=C/c1ccccc1O)c1cc(=O)[nH]c2ccccc12	0	1.0	9	31	1.0	4	-5.5	55	-9
CC(C)CCNC(=O)CCCn1c(=O)[nH]c2ccc(Br)cc2c1=O	3	0.0	2	17	0.6	1	-0.2	22	2
C=CCN(C(=O)CNC(=O)c1cccs1)C(C(=O)NC(C)(C)C)c1ccccc1 (stereo not given)	0	0.9	6	16	0.2	1	-0.2	36	3
Cc1cccc(CC(=O)Nc2cc(C)c3c(=O)oc4ccccc4c3n2)c1	-4	1.4	2	15	-0.1	3	0.9	42	-10
CCOC(=O)c1cnn(-c2nc(-c3cccc(F)c3)cs2)c1C(F)(F)F	1	1.5	11	-2	-0.3	4	0.2	41	-2
Cc1ccc(Cl)cc1NC(=S)N(Cc1ccco1)C(C)c1cccs1 (stereo not given)	-2	-0.7	0	-9	0.9	-1	-0.8	-9	3

Source: PubChem BioAssay (several laboratories)
